Akt phos inh = blocks phosphorylation of Akt. Neuro2A IGF-stimulated pAkt S473 HTRF, 20 min; hits give low values. activity change, % for hits at 50 µM. hit rate 0.32% among 360,000. AID 651550; in the data active means activity change below about -80%; inconclusive means mostly about -51% to -80%; further: on the % scale 0 is the no-effect control and ±100 the full control effect
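Single-point screen (50 µM final compound) in Neuro2A cells stimulated 20 min with 6 nM IGF at 37 deg C. After lysis, Ser473-phosphorylated Akt read by HTRF (ex 330 nm, em 615/665 nm) as the 665/615 ratio.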
Nrf2 block = blocks Nrf2 signaling; A549 ARE-Fluc reporter, luciferase luminescence, 18-24 h; Potency, µM (highest dose often 46 µM), without a hit: at the top dose activity change, negative = inhibition, actives largely listed as inhibitors; hit rate 2.1% among 360,000; AID 504444; further: potency means the concentration at half of the fitted maximal effect; on the % scale 0 is the no-effect control and ±100 the full control effect; nearly all actives have a fitted effect of over 60% in size
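Concentration-response testing used A549 ARE_Fluc cells at 5000 cells/well. Following an 18-24 h compound incubation, viability was read by fluorescence (Ex 405/Em 525) and luciferase output by luminescence.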
Nrf2 ARE act = activators of Nrf2 (ARE) signaling. Potency, µM (top dose mostly 46.1 µM), without a hit: at the top dose activation, actives largely listed as activators. AID 624171. hit rate 0.31% among 410,000. AREc32 ARE-luciferase reporter (MCF7-derived line), luminescence, 24 h; further: potency means the concentration at half of the fitted maximal effect; % of control where 0% means no effect; nearly all actives have a fitted effect of over 65% in size
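Reporter line AREc32 (ARE-Fluc), seeded overnight in OPTI-MEM with 5% FBS; compound pin-transferred, 24 hr at 37 deg C, 5% CO2; luminescent read-out.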
CCT chaperon mod = modulators of cytosolic chaperonin (CCT/TRiC) activity; purified chaperonin ATPase assay, HTRF ADP detection, 30 min; activity change, % (no concentration beside the values), hits read low; hit rate 0.3% among 360,000; AID 651819; in the data active means activity change below about -30%; further: on the % scale 0 is the no-effect control and ±100 the full control effect
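First, chaperonin was dispensed at 40 nM or 20 nM final depending on batch activity. Next, compounds were pinned at 76 uM and ATP added at 10 uM. After 30 min at 37 °C, ADP detection reagents ran 30 min at ambient temperature.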
Mm-Cpn inhibitor = blocks the Methanococcus maripaludis chaperonin Mm-Cpn; purified Mm-Cpn ATPase, ADP Transcreener TR-FRET; Potency, µM (top dose mostly 76.9 µM), for the others: top-dose activity, negative = inhibition, actives largely listed as inhibitors; hit rate 0.031% among 330,000; AID 504842; further: potency means the concentration at half of the fitted maximal effect; on the % scale 0 is the no-effect control and ±100 the full control effect; nearly all actives have a fitted effect of over 80% in size
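ATPase turnover read by TR-FRET ADP competition (Eu cryptate antibody/ADP-d2, 665/590 nm): 10uM ATP final, 25nM Mm-CPN final, 30 min 37degC after 10-min compound preincubation, pH 7.4 Tris/KCl/MgCl2/DTT buffer.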
A549 tox = kills or reduces viability of A549 cells in Nrf2 counter-screen. AID 504648. A549 ARE-Fluc cells, CellTiter-Fluor viability, 18-24 h. hit rate 0.16% among 390,000. Potency, µM (highest dose often 46 µM), for inactives: at the top dose activity change, negative = cytotoxicity, most hits filed as inhibitors; further: potency means the concentration at half of the fitted maximal effect; on the % scale 0 is the no-effect control and ±100 the full control effect
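A549 ARE-Fluc cells in 5% FBS OPTI-MEM, 5000 cells/well, rested 2 h then exposed to compounds in concentration-response for 18-24 h at 37 °C. Viability by CellTiter-Fluor fluorescence (Ex 405/Em 525) after 30 min; luciferase luminescence (BugLite, 15 min, RT) read afterwards.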
S2 tox = cell viability loss in ATXN counter-screen | S2 cells (HEK-293 line with an ATXN2-luciferase reporter) viability, CellTiter-Fluor protease fluorescence, 24 h | Potency, µM (top dose mostly 56.7 µM), usual class: cytotoxic | hit rate 0.49% among 400,000; further: potency means the concentration at half of the fitted maximal effect; nearly all actives have a fitted effect of over 40% in size
TGFb inhibitor = TGF-b pathway inhibition; Potency, µM (doses to about 46.1 µM), without a hit: at the highest dose activity, negative = inhibition, most hits filed as inhibitors; hit rate 1.2% among 410,000; HepG2 CAGA-GFP TGF-b/SMAD3 reporter, GFP fluorescence, 18 h; TGF-beta stimulated, 500 pg/mL final; AID 588855; further: potency means the concentration at half of the fitted maximal effect; on the % scale 0 is the no-effect control and ±100 the full control effect; nearly all actives have a fitted effect of over 65% in size
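TGF-beta reporter screen: HEPG2 CAGA-GFP, 1% FBS, 500 pg/mL TGF-beta final, 18 h; per-cell GFP summed per well; curves fitted and categorized by class.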
HepG2 viability = kills HepG2 cells in TGF-b inhibitor counter-screen; HepG2 CAGA-GFP viability, ATP luminescence, 18 h; Potency, µM (top dose mostly 46.1 µM), inactives show at the top dose activity change, negative = cytotoxicity, usual class: cytotoxic; hit rate 0.76% among 410,000; AID 588856; further: potency means the concentration at half of the fitted maximal effect; some results filed as inactive show a strong effect at the top dose
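CellTiter-Glo luminescence gave cytotoxicity after 18 hours at 37 degrees C. The cells were HepG2 CAGA-GFP in 1% FBS DMEM, stimulated with 500 pg/mL TGF-beta after compound addition. %Activity was normalised to no-cell wells (complete cell-killing) and DMSO (no toxicity), and curves were fitted and classified.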
An asterisk follows results filed as active; i = inactive; ? = inconclusive; / = no result given; [ ] = another dose, or the depositor's remark. Unless noted, the call rests on the fitted dose curve; in most records, active means well fitted curve in the direction sought with a large enough effect; inconclusive means small, poorly fitted or top-dose-only effect, or another doubt; inactive means no such curve, though single readings can be large; an effect the other way counts as inactive or inconclusive. Hits appear at their usual frequency; about 4.4% have a hit in one of these screens.

SMILES | Akt phos inh | Nrf2 block | Nrf2 ARE act | CCT chaperon mod | Mm-Cpn inhibitor | A549 tox | S2 tox | TGFb inhibitor | HepG2 viability
CC(=O)OCCCNc1cc(Sc2ccc(Cl)cc2)c2nonc2c1[N+](=O)[O-] | i | ? | 6.0%[9.22 µM] | -0.2 | 0% | -8% | ? | ? | -18%
Cc1ccc(OCCCC(=O)NC(C)c2ccccc2)cc1 (stereo not drawn) | i | / | 0.2% | -1.5 | 3% | -2% | i | -4% | 7%
CCCCNC(=O)C(C#N)c1nc2ccccc2nc1N1CCN(Cc2ccc3c(c2)OCO3)CC1 (stereo not drawn) | i | 4% | -0.6% | -0.6 | / | 0% | i | 17% | 1%
CCC(C)C(=O)N1CCCC(c2nc(-c3cccs3)no2)C1 (stereo not drawn) | i | ? | -0.2% | -2.0 | 1% | -13% | i | -27% | -21%
Cc1ccc(OCC(=O)Nc2ccccc2C(=O)OCc2cc(=O)n3c(C)csc3n2)cc1 | / | / | -0.7% | / | / | 0% | / | -1% | -15%
COc1ccc(NC(=O)Cn2c(SCc3cc(C)ccc3C)nc3ccncc32)c(OC)c1OC | / | 7% | 6.9% | / | / | -3% | / | ? | -18%
Cc1ccc(Cc2nc(-c3ccncc3)no2)cc1 | i | ? | -0.3% | 0.1 | 0% | 2% | i | -9% | -5%
O=C(CSc1nnc(NC(=O)NC2CCCCC2)s1)Nc1ccccc1F | / | / | 3.8% | / | / | 1% | / | ? | -20%
CCOC(=O)C1=C(CC)Nc2ccccc2N=C1NC(=O)c1ccc(S(=O)(=O)N(C)C)cc1 | i | -17% | -0.6% | -1.9 | 6% | -12% | i | 0% | -78%
O=C(c1ccco1)N1CCN(CC(=O)N(C2CCCCC2)C2CCS(=O)(=O)C2)CC1 (stereo not drawn) | i | ? | 0.1% | -0.4 | 2% | 0% | i | -4% | -32%
COc1ccc(C2(NC(C)=O)CCN(C(=O)c3cccs3)CC2)cc1 | i | 11% | -0.8% | -27 | -1% | -3% | i | 2% | -10%
Cc1ccc2c(c1)N(C(=O)Nc1ccc(Br)cc1F)CCO2 | / | 3% | -0.8% | / | / | 11% | / | 2% | -7%
Cc1ccc(S(=O)(=O)NCCC(=O)N2CCC(C(N)=O)CC2)cc1C | i | -7% | 0.2% | -1.1 | -1% | -2% | i | 0% | -46%
O=C(CSc1cccc[n+]1[O-])Nc1ccc([N+](=O)[O-])cc1Cl | i | 3% | 0.2% | 0.2 | 1% | 1% | i | 1% | -31%
Cc1ccc(C(=O)CCC(=O)Nc2cc(C)ccn2)cc1 | i | 5% | -0.1% | -1.3 | -2% | 3% | i | -9% | 0%
CC(=O)N(CCC1(C(C)C)CCOC(C)(C)C1)Cc1ccco1 (stereo not drawn) | i | 8% | 0.2% | -1.8 | ? | -2% | ? | -9% | 2%
CCCCN(CC(=O)NC(C)(C)C)C(=O)C(=O)Nc1ccc2c(c1)OCCO2 | i | -18% | -0.1% | -2.7 | 2% | -9% | i | ? | 7%
CCn1cc(S(=O)(=O)Nc2ccc3c(c2)OCCO3)cn1 | i | 17% | -0.3% | 2.2 | -1% | -4% | i | 66%[activator] | 0%
NC(=O)c1ccccc1OC1CCC1 | i | -13% | 0.0% | -4.1 | -2% | 0% | i | -14% | 4%
CC[C@@]1(C(=O)OC)N[C@H](CN(C)C(=O)Nc2ccc(C)cc2)[C@@H]2C(=O)N(Cc3ccccc3)C(=O)[C@@H]21 | i | 25% | 6.5% | 1.6 | 3% | 3% | i | -59% | -12%
O=S(=O)(c1ccc(Cl)nc1)N1CCCCC1 | i | 13% | -0.3% | -1.6 | 2% | 1% | i | 9% | 4%
COc1ccc(C(=O)NCC(=O)Nc2ccc(-c3ccccc3)cc2)cc1 | i | -22% | 1.6% | 0.9 | 0% | -4% | ? | 0% | -3%
CCOC(=O)C(=CNc1ccc(N2CCCCC2)c(S(=O)(=O)Nc2ccccc2OC)c1)C(=O)OCC | i | -3% | 0.0% | -0.6 | / | -2% | i | -24% | -2%
Cc1cccc(C)c1NC(=O)CCCSc1nc2ccccc2s1 | i | 15% | 2.9% | -0.3 | -10% | 13% | i | ? | -2%
Cn1c(SCc2ccc(Br)cc2)nc2c([nH]c3ccccc32)c1=O | / | / | 3.9% | / | / | 6% | / | -5% | -19%
O=C(Nc1ccc(F)cc1F)C1CCN(c2ncccn2)CC1 | / | -11% | 0.5% | / | / | 2% | i | 4% | -14%
O=C(c1cccc(S(=O)(=O)N2CCOCC2)c1)N(CCc1ccccc1)Cc1ccccc1 | i | -14% | 0.3% | -2.0 | -2% | 0% | ? | -22% | -22%
Cc1cc(C)c(C#N)c(Cl)n1 | i | 2% | -0.3% | 0.5 | -3% | 4% | i | 1% | -3%
COC(=O)c1ccc(CNC(=O)CSC(C)C(=O)Nc2cc(C)on2)cc1 (stereo not drawn) | i | 3% | -1.0% | -4.8 | 3% | 0% | i | 14% | 6%
N#C/C(=C\c1c(F)cccc1Cl)c1nn(-c2ccccc2)c(-n2cccc2)c1C#N | i | ? | 19% | 0.8 | -1% | -8% | i | -21% | 5%
COc1ccc(N(CC(=O)Nc2ccccc2C(F)(F)F)C2=NC3CS(=O)(=O)CC3S2)cc1 (stereo not drawn) | i | -20% | -0.8% | -0.2 | 0% | -4% | i | -2% | -20%
Cn1c2c(c(=O)n(C)c1=O)C(C(F)(F)F)(C(F)(F)F)N=C(CCC1CCCCC1)N2 | i | ? | -0.9% | 1.1 | 2% | ? | i | ? | -31%
O=C(NCc1nc2ccccc2[nH]1)C1=C[C@@H](C2CC2)C[C@@H](OCc2ccc(CO)cc2)O1 | i | 2% | -0.7% | -0.6 | / | 1% | i | -17% | -1%
CCc1cccc(OCCCn2ccnc2)c1 | i | 3% | -0.2% | -4.0 | -2% | 0% | i | 0% | 0%
CCOc1ccc(OCC)c(NC(=O)CCNS(=O)(=O)c2cc(Br)cnc2N)c1 | i | -9% | 0.2% | -0.4 | -9% | 1% | i | -2% | -1%
CCCC(=O)Nc1cc(-c2nn(C)c(=O)c3ccccc23)ccc1N1CCCCC1 | i | ? | -0.7% | -0.6 | / | -8% | i | 18% | -23%
Cc1ccc(Sc2ncccc2NC(=O)c2ccccc2Cl)cc1 | i | -8% | -0.8% | -1.1 | 2% | 3% | i | 12% | -15%
CCC(C)NC(=O)C(=O)Nc1c2c(nn1-c1ccccc1)CS(=O)(=O)C2 (stereo not drawn) | / | / | -1.1% | / | / | 1% | i | 16% | 7%
O=C(N=C1SC2CS(=O)(=O)CC2N1CCc1ccccc1)C1CCCCC1 (stereo not drawn) | / | 13% | 0.1% | 0.4 | 2% | 0% | ? | 1% | -19%
O=C(/C=C/c1ccco1)N1CCCC(c2ccccc2)C1 (stereo not drawn) | i | 7% | 22% | 0.2 | -3% | -3% | i | -18% | -19%

A few values from the results shown.
CCC(C)C(=O)N1CCCC(c2nc(-c3cccs3)no2)C1 (stereo not drawn) | Nrf2 ARE act: -0.2%
CC(=O)OCCCNc1cc(Sc2ccc(Cl)cc2)c2nonc2c1[N+](=O)[O-] | Mm-Cpn inhibitor: 0%
CCCC(=O)Nc1cc(-c2nn(C)c(=O)c3ccccc23)ccc1N1CCCCC1 | HepG2 viability: -23%

Remaining list, next part
SMILES | Akt phos inh | Nrf2 block | Nrf2 ARE act | CCT chaperon mod | Mm-Cpn inhibitor | A549 tox | S2 tox | TGFb inhibitor | HepG2 viability
Cn1c(N)c(C(=O)COC(=O)Cc2c(F)cccc2Cl)c(=O)n(C)c1=O | i | -21% | 0.2% | -4.4 | -1% | 9% | i | 5% | 6%
c1ccc(CC2CCN(c3nc4ccccc4n4nnnc34)CC2)cc1 | i | -5% | 0.3% | -32* | 0% | 0% | i | 15% | -53%
CC(C)Oc1cc(C(=O)N2CCC(N3CCCCC3)CC2)ccc1Nc1nnc(Cl)c(Nc2ccccc2S(C)(=O)=O)n1 | i | -2% | 8.5% | 1.7 | / | -1% | i | 0% | -35%
Cc1ccc(C(=O)c2sc3nc4c(cc3c2N)CCC4)cc1 | i | 2% | 3.2% | 1.9 | -3% | -5% | i | -6% | -14%
Cc1nc(N2CCN(c3ccccn3)CC2)c2c(C)c(C(=O)N3CCN(c4ccccc4F)CC3)sc2n1 | i | ? | 0.2% | 0.4 | -9% | 0% | ? | 3% | 5%
CCCNC(=O)c1ccccc1NS(=O)(=O)c1ccc2c(c1)OCCO2 | i | 17% | 2.8% | -2.3 | -1% | -6% | i | 9% | 1%
COC(=O)c1cc(NC(=O)CN2CCc3cc4c(cc3C2)OCCCO4)cc(C(=O)OC)c1 | i | -5% | -1.3% | 0.7 | -2% | 3% | i | 12% | -3%
CC(=O)Nc1ccc(OCc2nnc(-c3ccccc3)o2)cc1 | i | 12% | 0.0%[9.22 µM] | 2.1 | -3% | -1% | i | -2% | -1%
CCN(Cc1cc2ccccc2[nH]c1=O)C(=O)c1cccnc1 | / | / | -0.1% | -0.2 | -2% | 9% | i | 5% | -2%
Cc1cccc(NC(=S)NCCc2ccc3c(c2)OCCO3)c1C | i | 3% | 0.1% | -6.0 | -1% | 13% | i | ? | -3%
Cc1ccsc1C(=O)Nc1ccc2c(c1)OCCO2 | i | ? | -1.2% | 0.4 | -2% | 11% | i | 6% | -56%
